Assay outcomes deposited in PubChem BioAssay by National Center for Advancing Translational Sciences (NCATS).
GoLoco inh red: RGS12 GoLoco-Gai1 interaction inhibition | P63096 | Gai1:RGS12 GoLoco peptide FP, rhodamine, 10 min | Potency, µM (doses to about 61.6 µM), without a hit: at the top dose activity, negative = inhibition, actives largely listed as inhibitors | actives 0.44% (n = 230,000) | AID 880; active = well fitted inhibition curve with a large enough effect, not every such curve was filed as active; inactive = no such curve, though single readings can be large or run the other way; also: % is scaled to controls: 0 for no effect and ±100 for the full control effect; nearly all actives have a fitted effect of over 30% in size; many of its hits are not listed in these tables
Epigenetic reg: regulators of epigenetic silencing causing reporter derepression in mouse cells; murine LDR cells, GFP reporter derepression, 30 h; Potency, µM (top dose mostly 53.9 µM), for inactives: at the top dose GFP activation, usual class: activators; actives 0.2% (n = 280,000); also: % of control where 0% means no effect; nearly all actives have a fitted effect of over 60% in size
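Murine LDR cells bearing a silenced CMV-driven GFP reporter were exposed to compound for 30 h at 37 C. After PBS washes, GFP-positive cells (20-120 um objects) counted by laser-scanning microplate cytometry.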
KinaseGlo FLuc: blocks Kinase-Glo luciferase, a counter-screen artifact; Potency, µM (doses to about 38.3 µM), for the others: top-dose activity change, negative = inhibition, usual class: inhibitors; actives 0.28% (n = 200,000); Q27757; Kinase-Glo luciferase, ATP luminescence, 8 min; AID 1379; also: % is scaled to controls: 0 for no effect and ±100 for the full control effect; nearly all actives have a fitted effect of over 60% in size
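Recombinant Kinase-Glo luciferase, 10 uM ATP (linear range), luciferin; imidazole pH 7.2 / KCl / MgCl2 / Tween / BSA buffer; 8 min RT; luminescence.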
NPSR antag: antagonists of human neuropeptide S receptor cAMP signaling. actives 1% (n = 220,000). Q6W5P4. AID 1461. Potency, µM (highest dose often 38.3 µM), inactives show top-dose activity change, negative = inhibition, actives largely listed as inhibitors. CHO-NPSR cells, cAMP TR-FRET, antagonist mode; also: % is scaled to controls: 0 for no effect and ±100 for the full control effect; nearly all actives have a fitted effect of over 50% in size; many of its hits are not listed in these tables
Target sequence (Q6W5P4 whole entry, looked up): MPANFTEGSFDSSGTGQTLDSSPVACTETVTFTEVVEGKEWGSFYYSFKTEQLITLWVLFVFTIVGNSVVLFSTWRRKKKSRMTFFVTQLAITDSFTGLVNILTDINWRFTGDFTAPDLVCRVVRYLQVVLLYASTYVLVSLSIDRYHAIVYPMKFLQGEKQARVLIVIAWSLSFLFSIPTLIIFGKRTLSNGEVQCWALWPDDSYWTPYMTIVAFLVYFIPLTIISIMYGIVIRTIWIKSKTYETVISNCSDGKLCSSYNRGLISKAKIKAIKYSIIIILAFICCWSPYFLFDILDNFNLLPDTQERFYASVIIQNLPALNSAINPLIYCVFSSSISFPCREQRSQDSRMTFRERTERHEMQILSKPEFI
SMN2 splice up: enhancers of SMN2 splice variant expression. HEK293 SMN2-luciferase splicing reporter, luminescence, 30-36 h. Potency, µM (series often up to 46.1 µM), without a hit: at the highest dose activity change, positive = activation, hits mostly activators. actives 2.8% (n = 210,000); also: % of control where 0% means no effect; nearly all actives have a fitted effect of over 55% in size
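qHTS luciferase splicing reporter: luminescence rises when SMN2 exon 7 is included in transfected HEK293 cells. Compound exposure lasted 30-36 h at 37C, with 4.5 mM final sodium butyrate as control, followed by a ONE-Glo read.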
KDM4E inh: blocks human JMJD2E demethylase activity; actives 1.6% (n = 230,000); Potency, µM (series often up to 57.1 µM), for the others: top-dose activity change, negative = inhibition, hits mostly inhibitors; JMJD2E catalytic domain, FDH-coupled NADH fluorescence (FDH is formaldehyde dehydrogenase); active = well fitted inhibition curve with a large enough effect, not every such curve was filed as active; inconclusive = small, poorly fitted or top-dose-only effect, or another doubt; inactive = no such curve, though single readings can be large or run the other way;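 also: 0% = wells with enzyme and -100% = buffer wells without enzyme; nearly all actives have a fitted effect of over 50% in size; many of its hits are not listed in these tables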
Target sequence (B2RXH2 1-337 limits assumed): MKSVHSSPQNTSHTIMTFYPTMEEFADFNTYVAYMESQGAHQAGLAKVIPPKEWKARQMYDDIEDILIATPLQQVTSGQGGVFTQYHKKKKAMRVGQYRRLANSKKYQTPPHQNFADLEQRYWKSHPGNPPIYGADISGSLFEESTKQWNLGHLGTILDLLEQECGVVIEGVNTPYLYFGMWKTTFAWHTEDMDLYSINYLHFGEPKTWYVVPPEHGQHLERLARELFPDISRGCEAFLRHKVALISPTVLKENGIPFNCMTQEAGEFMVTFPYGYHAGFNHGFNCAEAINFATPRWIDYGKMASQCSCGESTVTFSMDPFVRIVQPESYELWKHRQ
RECQ1 helicase: blocks DNA unwinding by human RECQ1 | P46063 | actives 0.54% (n = 240,000) | Potency, µM (titrated, usually from 57.3 µM), inactives show at the top dose activity, negative = inhibition, actives largely listed as inhibitors | RECQ1 DNA unwinding, red fluorescence kinetic read;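 also: plate controls were vehicle for no effect and no enzyme for full effect; nearly all actives have a fitted effect of over 30% in size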
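50 nM RECQ1T1 preincubated 15 min with compound in Tris pH 8.0 buffer with MgCl2, DTT, Tween-20 and 2.5 ug/ml poly(dI-dC); started with 200 nM TAMRA/BHQ-2 forked duplex and 2 mM ATP. Unwinding read as fluorescence (525/598 nm), two reads 2 h apart.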
IMPase Li inh: cell-permeable IMPase inhibitors with lithium potentiation; actives 0.35% (n = 210,000); Potency, µM (top dose mostly 59.4 µM), without a hit: at the highest dose activity, negative = IMPase inhibition, usual class: inhibitors; AID 1457; CHO-M1 cells, IP1 TR-FRET (IP-One), carbachol + lithium;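 also: IP1 builds up when IMPase is blocked and the TR-FRET signal falls; plate controls were basal vehicle for no effect and high inhibitor control for full effect; nearly all actives have a fitted effect of over 50% in size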
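Concentration–response in CHO-M1 cells, lithium-potentiated; 30 min at 37C. IP1 detected by competitive TR-FRET after 10 min lysis at RT. Hill-fitted AC50.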
The depositor's hits bear a star; i = inactive; ? = inconclusive; . = no result given; [ ] = another dose, or the depositor's remark. Unless noted, calls follow the shape of the dose curve; as a rule, active = well fitted curve in the direction sought with a large enough effect; inconclusive = small, poorly fitted or top-dose-only effect, or another doubt; inactive = no such curve, though single readings can be large; an effect the other way counts as inactive or inconclusive. Potency is read from the fitted curve at half-maximal effect.

Letter code: A = GoLoco inh red; B = Epigenetic reg; C = KinaseGlo FLuc; D = NPSR antag; E = SMN2 splice up; F = KDM4E inh; G = RECQ1 helicase; H = IMPase Li inh
#1 COc1ccc(CCNC(=O)c2cc(CC(C)C)on2)cc1OC
  A: -6%; B: -1.2%; C: 1%; D: 4%[46.1 µM]; E: -18%; F: 10%; G: -5%; H: 13%[38.3 µM]

#2 NC(=O)c1ccccc1NS(=O)(=O)Cc1ccc(Cl)cc1
  A: -8%; B: -1.1%; C: 1%; D: -9%[46.1 µM]; E: 17%; F: ?; G: -3%; H: 5%[38.3 µM]

#3 CCOC1CCc2c(C)nc(N)nc2S1 (stereo unspecified)
  A: 13%; B: -1.0%; C: .; D: 21%; E: .; F: ?; G: -3%; H: .

#4 CCc1c(C)nc2ncnn2c1Nc1ccc(C(C)=O)cc1
  A: 5%; B: -0.7%; C: 3%; D: -11%[46.1 µM]; E: 16%; F: -2%; G: -2%; H: 48%[activator][38.3 µM]

#5 Cc1ccc(Nc2ncnc3c2nnn3Cc2ccccc2)cc1
  A: -4%; B: -0.7%; C: .; D: 31%; E: .; F: 1%; G: -1%; H: .

#6 O=C(CCNC(=O)c1ccccc1Cl)Nc1cc(S(=O)(=O)N2CCOCC2)ccc1N1CCOCC1
  A: -1%; B: -1.6%; C: .; D: 15%; E: .; F: 1%; G: i; H: .

#7 CC(C)C(CCN1C(=O)CCC1=O)C1CCOC(C)(C)C1 (stereo unspecified)
  A: 12%; B: -7.9%; C: -2%; D: -2%[46.1 µM]; E: 5%; F: 7%; G: -8%; H: 14%[38.3 µM]

#8 CCCC(=O)C1CCN(Cc2ccccc2)CC1
  A: 10%; B: -6.1%; C: 0%; D: -5%[46.1 µM]; E: -3%; F: 8%; G: -3%; H: -12%[38.3 µM]

#9 CCn1c(=O)n(CC)c2cc(S(=O)(=O)N3CCCCC3)c(C)cc21
  A: 0%; B: -2.4%; C: -6%; D: -10%[46.1 µM]; E: ?; F: 4%; G: -10%; H: 25%[38.3 µM]

#10 Cc1cc(C(=O)NC2CC2)c2ccccc2n1
  A: -3%; B: -0.5%; C: 0%; D: 8%; E: 3%; F: -1%; G: 9%; H: 17%

#11 CC(C)C(=O)Nc1cc(S(=O)(=O)Nc2ccc(Cl)cc2)ccc1Cl
  A: .; B: 0.1%; C: .; D: 1%[46.1 µM]; E: .; F: 7%; G: -4%; H: .

#12 Cn1c(=O)c(C(=O)COc2ccc(F)cc2Cl)c(N)n(Cc2ccccc2)c1=O
  A: 14%; B: -1.4%; C: 2%; D: -59%; E: -22%; F: -8%; G: -7%; H: 17%

#13 CCOc1cc(C2C(C(=O)c3ccc(C)o3)=C(O)C(=O)N2CCc2ccccc2)ccc1O (stereo unspecified)
  A: 6%; B: 0.0%; C: -1%; D: -15%[46.1 µM]; E: 2%; F: -16%; G: i; H: -13%[38.3 µM]

#14 CCn1c(SCC(=O)NCc2ccco2)nc2c1c(=O)n(C)c(=O)n2C
  A: -8%; B: -0.6%; C: 4%; D: 9%[46.1 µM]; E: -4%; F: 8%; G: -1%; H: 2%[38.3 µM]

#15 O=C(CSc1ccccc1)Nc1ccccc1C(=O)N1CCCC1
  A: 2%; B: 16%; C: 0%; D: -6%; E: 9%; F: -5%; G: i; H: 2%

#16 Cc1nc2nc(-c3ccc(Cl)cc3)[nH]n2c(=O)c1Cc1ccccc1
  A: -2%; B: -2.2%; C: -1%; D: 1%[46.1 µM]; E: ?; F: -2%; G: i; H: 11%

#17 c1ccc(CNCCC(Cc2ccccc2)c2ccco2)cc1 (stereo unspecified)
  A: 2%; B: -1.1%; C: .; D: -13%; E: .; F: 5%; G: -7%; H: .

#18 CCN(CC)S(=O)(=O)c1ccc(N2C(=O)CC2(/C=C/c2ccccc2)C(=O)NC2CCCC2)cc1 (stereo unspecified)
  A: 11%; B: -3.2%; C: -2%; D: -8%; E: -10%; F: 3%; G: -1%; H: 1%

#19 Nc1nonc1OCCc1ccccc1
  A: 6%; B: -1.0%; C: 1%; D: 5%[46.1 µM]; E: ?; F: 2%; G: 1%; H: 15%[38.3 µM]

#20 O=C(NC1CC1)C1=C[C@@H](c2ccccc2)C[C@@H](OCc2ccc(CO)cc2)O1
  A: 12%; B: 3.1%; C: .; D: -4%; E: .; F: -2%; G: i; H: .

#21 CCC1(C)Cc2c(sc3nc(SC)nc(NCCN(C)C)c23)CO1 (stereo unspecified)
  A: -11%; B: 1.4%; C: 0%; D: 23%[46.1 µM]; E: 19%; F: -3%; G: 6%; H: -3%

#22 COc1ccccc1CN1CCN(S(=O)(=O)c2ccccc2)CC1
  A: -11%; B: -1.4%; C: -2%; D: -6%[46.1 µM]; E: 1%; F: ?; G: -15%; H: 25%[38.3 µM]

#23 Cc1nc2ccccc2nc1OCc1ccccc1
  A: -12%; B: -3.2%; C: 0%; D: -11%; E: -19%; F: -16%; G: -3%; H: 3%

#24 CC1(C)CC(=O)C/C(=N\NC(=O)C2CC2c2ccccc2)C1 (stereo unspecified)
  A: -10%; B: -3.9%; C: 1%; D: -7%; E: -8%; F: -26%; G: 2%; H: -2%

Ordered by number of heavy atoms (low to high): part of the list above.
Letter code: A = GoLoco inh red; B = Epigenetic reg; C = KinaseGlo FLuc; D = NPSR antag; E = SMN2 splice up; F = KDM4E inh; G = RECQ1 helicase; H = IMPase Li inh
#19 Nc1nonc1OCCc1ccccc1
  A: 6%; B: -1.0%; C: 1%; D: 5%[46.1 µM]; E: ?; F: 2%; G: 1%; H: 15%[38.3 µM]

#10 Cc1cc(C(=O)NC2CC2)c2ccccc2n1
  A: -3%; B: -0.5%; C: 0%; D: 8%; E: 3%; F: -1%; G: 9%; H: 17%

#8 CCCC(=O)C1CCN(Cc2ccccc2)CC1
  A: 10%; B: -6.1%; C: 0%; D: -5%[46.1 µM]; E: -3%; F: 8%; G: -3%; H: -12%[38.3 µM]

#23 Cc1nc2ccccc2nc1OCc1ccccc1
  A: -12%; B: -3.2%; C: 0%; D: -11%; E: -19%; F: -16%; G: -3%; H: 3%

#7 CC(C)C(CCN1C(=O)CCC1=O)C1CCOC(C)(C)C1 (stereo unspecified)
  A: 12%; B: -7.9%; C: -2%; D: -2%[46.1 µM]; E: 5%; F: 7%; G: -8%; H: 14%[38.3 µM]

#24 CC1(C)CC(=O)C/C(=N\NC(=O)C2CC2c2ccccc2)C1 (stereo unspecified)
  A: -10%; B: -3.9%; C: 1%; D: -7%; E: -8%; F: -26%; G: 2%; H: -2%

#22 COc1ccccc1CN1CCN(S(=O)(=O)c2ccccc2)CC1
  A: -11%; B: -1.4%; C: -2%; D: -6%[46.1 µM]; E: 1%; F: ?; G: -15%; H: 25%[38.3 µM]

#20 O=C(NC1CC1)C1=C[C@@H](c2ccccc2)C[C@@H](OCc2ccc(CO)cc2)O1
  A: 12%; B: 3.1%; C: .; D: -4%; E: .; F: -2%; G: i; H: .

#12 Cn1c(=O)c(C(=O)COc2ccc(F)cc2Cl)c(N)n(Cc2ccccc2)c1=O
  A: 14%; B: -1.4%; C: 2%; D: -59%; E: -22%; F: -8%; G: -7%; H: 17%

#13 CCOc1cc(C2C(C(=O)c3ccc(C)o3)=C(O)C(=O)N2CCc2ccccc2)ccc1O (stereo unspecified)
  A: 6%; B: 0.0%; C: -1%; D: -15%[46.1 µM]; E: 2%; F: -16%; G: i; H: -13%[38.3 µM]

#18 CCN(CC)S(=O)(=O)c1ccc(N2C(=O)CC2(/C=C/c2ccccc2)C(=O)NC2CCCC2)cc1 (stereo unspecified)
  A: 11%; B: -3.2%; C: -2%; D: -8%; E: -10%; F: 3%; G: -1%; H: 1%

#6 O=C(CCNC(=O)c1ccccc1Cl)Nc1cc(S(=O)(=O)N2CCOCC2)ccc1N1CCOCC1
  A: -1%; B: -1.6%; C: .; D: 15%; E: .; F: 1%; G: i; H: .

An excerpt, so the mix of outcomes need not match the whole.
